# m5-HT2A agonist = mouse HTR2A agonism via beta-arrestin recruitment. P35363. CHO-K1 mHTR2A beta-arrestin complementation, luminescence; percent of 30 µM serotonin response. activation, % at 7.6 µM. 0.66% of 360,000 active. AID 624169;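 active = activation above a run cutoff, the mean activation of all tested compounds plus 3 SD, cut at about 14% in these data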;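 also: 0% = plate median of compound wells and 100% = 30 µM serotonin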
# Target sequence (P35363 whole entry, looked up): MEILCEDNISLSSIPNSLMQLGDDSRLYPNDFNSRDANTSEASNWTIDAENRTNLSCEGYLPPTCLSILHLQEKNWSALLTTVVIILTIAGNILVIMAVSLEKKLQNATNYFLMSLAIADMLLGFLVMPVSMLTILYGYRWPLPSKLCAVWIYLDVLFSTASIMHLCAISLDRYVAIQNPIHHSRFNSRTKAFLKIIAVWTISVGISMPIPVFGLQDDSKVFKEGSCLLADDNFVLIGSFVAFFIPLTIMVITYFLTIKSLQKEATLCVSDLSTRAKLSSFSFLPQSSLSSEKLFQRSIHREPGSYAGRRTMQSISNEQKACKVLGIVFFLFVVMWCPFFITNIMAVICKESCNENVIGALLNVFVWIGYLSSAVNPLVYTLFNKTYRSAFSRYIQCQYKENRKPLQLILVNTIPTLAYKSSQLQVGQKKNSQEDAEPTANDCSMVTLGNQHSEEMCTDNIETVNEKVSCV
# hiPSC survival = hiPSC single-cell survival enhancement | survival enhancement, % at 20 µM | ATPlite luminescence; 100% = ROCK inhibitor wells, 0% = DMSO | AID 602274 | 0.044% of 360,000 active; in the data active = survival enhancement above about 18%;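 also: cells exposed to compounds for 16 hours before the ATP read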
# NR2E3 ag-1 = agonists of human NR2E3 nuclear receptor. CHO-S Gal4-NCOR/VP16-NR2E3 two-hybrid, luciferase. Q9Y5X4. inhibition of corepressor binding, % at 3.98 µM. AID 602229. 0.35% of 360,000 active;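 active = inhibition above the mean of all tested compounds plus 3 SD, cut at about 70% in these data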;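 also: 0% = DMSO with NR2E3 transfected cells and 100% = cells lacking NR2E3 construct; higher means lower luciferase signal from less NR2E3 corepressor binding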
# Target sequence (Q9Y5X4 whole entry, looked up, the tested form may be a part): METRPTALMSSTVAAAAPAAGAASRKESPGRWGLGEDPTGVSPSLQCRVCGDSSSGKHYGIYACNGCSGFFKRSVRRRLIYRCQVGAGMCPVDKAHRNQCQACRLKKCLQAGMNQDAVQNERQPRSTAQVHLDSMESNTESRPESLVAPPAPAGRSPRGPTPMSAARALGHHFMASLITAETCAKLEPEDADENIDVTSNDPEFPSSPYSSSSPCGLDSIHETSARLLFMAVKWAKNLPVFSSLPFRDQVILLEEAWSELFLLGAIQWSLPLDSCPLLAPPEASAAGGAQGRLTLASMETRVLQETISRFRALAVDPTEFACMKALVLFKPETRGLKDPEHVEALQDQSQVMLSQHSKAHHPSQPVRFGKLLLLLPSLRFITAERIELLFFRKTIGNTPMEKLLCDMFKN
# H9c2 protect = myocardial damage modulation in H9c2 cells; protection from H2O2 cell death, % at 20 µM; 0.63% of 360,000 active; H9c2 cardiomyocytes, H2O2 injury protection, ATPLite, 2 h; AID 588492;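 active = compounds giving at least 50% protection of heart cells from peroxide-induced death in the single-dose screen, raw or plate-pattern-corrected value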;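 also: 0% = DMSO wells with peroxide and 100% = DMSO wells without peroxide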
# NR2E3 ag-2 = NR2E3 (human) agonism | Q9Y5X4 | GST-NR2E3/biotin-RetCOR TR-FRET, 1536-well | inhibition of corepressor binding, % at 4.78 µM | 0.12% of 320,000 active | AID 2300;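 active = percent inhibition above the cutoff of mean plus 3 SD of all tested compounds, set per screening campaign, cut at about 20% in these data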;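 also: 0% = DMSO wells and 100% = biotin wells as full block of FRET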
#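 Format: 1536-well format; test system: GST-NR2E3 and biotin-RetCOR proteins; read-out basis: percent inhibition of TR-FRET ratio; timing: 5 h incubation at 4 °C; detection: time-resolved FRET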
# Peg3 prom inh = Peg3 promoter activity inhibition. HeLa PEG-Prom luciferase reporter, luminescence, overnight. inhibition, % at 20 µM. 1.7% of 360,000 active;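 active = inhibition of at least 50% at 20 µM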
# Shn3 inh set2 = Schnurri-3 reporter inhibition in Clone20 osteoblasts; 0.52% of 360,000 active; Clone20 osteoblast Shn3 3'UTR firefly luciferase, 24 h; AID 588674; inhibition, % at 12.5 µM;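 active = mean inhibition of at least 75% with every replicate also reaching 75%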;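 also: 0% = median of neutral control wells and 100% = pilot-screen positive control compound; some compounds past the cut are filed as inactive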
# HIF-2a block = HIF-2a inhibition. 786-0 RCC cells HIF-2a reporter, luciferase luminescence, overnight. inhibition, % at 18.8 µM. 0.72% of 360,000 active. AID 624352;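 active = inhibition of the luminescence signal of 40% or more relative to plate controls, in a single-dose primary screen at 18.75 µM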
# PDI inh = blocks human protein disulfide isomerase activity; inhibition, % at 10 µM; PDI insulin aggregation turbidity, A650, 90 min; 0.052% of 350,000 active; AID 588391; P07237;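 active = mean inhibition across replicates of 30% or more, whatever share of single replicates reach that level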;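 also: absorbance from insulin aggregation driven by PDI reduction with DTT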
# TRPM1 prom inh = inhibitors of MITF-driven TRPM1 promoter in melanoma cells; SK-MEL-5 TRPM1 promoter luciferase, 24 h; inhibition, % at 12.5 µM; 0.83% of 330,000 active;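 active = mean inhibition across replicates of 60% or more, whatever share of single replicates reaches that level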; also: values of inactives mirror those of a sister screen read the other way
# CaV13 FRET inh = Disruptors of the CACNA1D IQ motif to Ca2+-dependent inactivation inhibitor domain association, primary screening, Förster resonance energy transfer in intact living …; HEK cells, CFP/YFP FRET ICDI-IQ, plate reader, 10 min; percent FRET-ratio fall versus neutral wells; inhibition, % at 12.3 µM; 0.098% of 340,000 active; AID 743397;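 active = mean replicate inhibition of at least 30% and at least 1% of replicates passing that level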;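 also: 0% = median of the neutral control wells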
# An asterisk follows results filed as active; . = not tested or not shown.
SMILES,m5-HT2A agonist,hiPSC survival,NR2E3 ag-1,H9c2 protect,NR2E3 ag-2,Peg3 prom inh,Shn3 inh set2,HIF-2a block,PDI inh,TRPM1 prom inh,CaV13 FRET inh
COc1ccc(C(=O)N2CCN(C(=O)C3COc4ccccc4O3)CC2)cc1OC (stereo unspecified),2,-0.3,8,8,0,-63,19,-25,-1,-9,-6
Clc1ccc(CSc2nnc3c(n2)[nH]c2ccccc23)cc1,6,-0.7,-22,-3,-1,-16,14,-19,-2,-18,-21
CN(CC(=O)Nc1ccccc1Cl)C(=O)COC(=O)CN1C(=O)NC2(CCCC2)C1=O,-1,0.5,-22,2,2,-8,1,3,-1,8,-7
CC(=O)N1CCN(CCN=CC2=C(O)CC(c3cccs3)CC2=O)CC1 (stereo unspecified),-2,0.2,-3,6,3,-2,3,4,2,1,-5
COc1ccc(NC(=O)c2cc3cc(C)ccc3n2C)c(OC)c1,-4,-0.5,-40,9,-1,-27,-3,-50,-3,-17,-20
Cc1ccc(-c2nnc(-c3cccnc3)o2)cc1,-6,0.3,-102,6,-5,-247,-74,-174,1,-74,-3
CCN(CC)C(=O)c1cc2cc(Br)ccc2oc1=O,11,-0.3,5,-6,2,2,3,5,-5,3,-10
O=[N+]([O-])c1ccccc1-c1ccc(/C=N/n2cnnc2)o1,-3,-1.3,4,9,0,15,14,-15,-7,1,-7
Cc1nc(SCCC(C)C)c([N+](=O)[O-])[nH]1,0,-1.1,0,2,0,14,11,6,7,12,-4
COC(=O)c1ccccc1S(=O)(=O)N1CCC(C(=O)OC(C)C(=O)NC(N)=O)CC1 (stereo unspecified),3,-1.8,-3,4,-1,6,3,7,-6,-1,-7
COC(=O)c1ccccc1S(=O)(=O)N(Cc1cc2ccc(OC)cc2[nH]c1=O)CC1CCCO1 (stereo unspecified),-4,-2.3,-11,8,0,19,1,-2,0,7,-9
Cc1ccc(S(=O)(=O)N(C)c2nc3ccccc3[nH]c2=S)cc1,3,1.7,-25,-2,-1,14,-18,-24,-1,8,-2
NNC(=O)c1ccc(COc2ccc(Br)cc2)o1,4,-0.5,-54,0,0,2,-12,13,15,10,-10
O=c1ccc2cc(S(=O)(=O)Nc3ccccc3F)ccc2o1,-3,0.6,3,3,1,2,-7,6,-3,-31,-2
Cn1c(OCC2CCCO2)nc2cc(-c3ccccc3)sc2c1=O (stereo unspecified),5,-0.4,-33,-5,.,-64,13,-122,1,.,-13
CC(=O)c1cc(C#N)c(SCC(=O)OC(C)C)nc1C,5,-0.6,2,-3,0,-34,45,-103,1,-13,-10
O=C(NCC1CCCN1S(=O)(=O)c1cccs1)c1ccc(Cl)cc1 (stereo unspecified),4,-0.1,-8,-3,3,-54,11,-17,-1,-4,-4
CCOC(=O)C1=C(COC(=O)CCC(=O)c2ccc(C)cc2)NC(=O)NC1C (stereo unspecified),0,4.3,-21,-7,1,9,-1,5,-10,4,-6
CN(CC(=O)N1CCN(c2ccccn2)CC1)S(=O)(=O)c1ccc2ccccc2c1,2,5.7,22,4,2,8,2,-19,0,-1,-9
COC(=O)c1ccc(CC2(C)C(=O)Nc3ccc(-c4cccc(C(F)(F)F)c4)cc32)o1 (stereo unspecified),8,1.2,15,-8,.,10,19,27,8,.,-4
CC1=NN(C(=O)c2ccncc2)C(=O)C1N=Nc1ccc2ccccc2c1 (stereo unspecified),4,0.7,-47,-9,.,-152,-51,-245,-7,-11,-5
Cc1ccc(CSCC(=O)N(C)CC(=O)Nc2ccc(Cl)c(Cl)c2)cc1,-2,-0.4,17,-7,-7,20,7,-8,-2,0,-1
CC1CCN(C(=O)CSCc2ccc(Cl)cc2)CC1,-3,-3.7,-96,-10,5,-270,-34,-203,-3,-84,-5
CN(C)c1ccc(/C=C/c2ccc3ccccc3n2)cc1,2,-0.8,46,-20,6,89*,88*,76*,-5,72*,.
CN(C1CCCCC1)S(=O)(=O)c1ccc(-c2ccccn2)s1,0,-0.2,-29,-5,-6,23,-10,18,4,.,1
COC(=O)CNC(=O)CN(c1ccc(OC)cc1OC)S(=O)(=O)c1ccccc1,-7,0.1,3,0,2,-1,12,4,.,-4,.
CC1=C(C(=O)OCc2ccccc2)C(c2ccccc2)NC(=O)N1CCCCCC(=O)O (stereo unspecified),2,1.3,9,3,2,-10,-1,14,7,-4,-10
COC(=O)C[C@H]1c2ccccc2S(=O)(=O)N1Cc1ccc(OC)cc1,7,-2.3,1,2,0,7,-38,12,-8,-21,-12
CCOc1ccc(S(=O)(=O)N2CCN(C(=O)c3cccnc3)CC2)cc1,6,-0.1,-32,-2,1,10,-6,12,5,1,-2
CCOC(=O)C1(Cc2cccc(OC)c2)CCN(CC2CC=CCC2)CC1 (stereo unspecified),-4,-2.2,9,4,-3,22,41,11,1,4,-12
CCCn1c(=O)c(Br)cn(-c2ccccc2C)c1=O,6,-0.6,31,3,2,9,8,18,21,3,-30
CC(=O)N(CN1C(=O)c2ccc([N+](=O)[O-])cc2C1=O)c1ccc(F)cc1,2,-0.6,-9,-4,4,-5,0,5,-2,12,.
COc1ccc(CNC(=O)CCNC(=O)c2ccc(C(C)(C)C)cc2)cc1OC,-6,-0.5,-3,1,.,-5,18,9,-2,-2,-5
Cc1ccc(OCCC(=O)OCC(=O)Nc2ccc(F)cc2)cc1,-2,-0.3,12,-3,-1,2,-10,3,4,-7,-4
O=C(c1ccc([N+](=O)[O-])cc1)N(Cc1ccc(Cl)cc1Cl)N1C(=O)CCCC1=O,1,5.2,-5,-1,-3,22,-8,-4,-5,-10,-2
Cc1cc(C)c(OCC(=O)Nc2nnn(C)n2)c(Br)c1,4,-4.4,-12,4,3,4,10,15,-5,-4,-4
CCc1sc(C(=O)Nc2cc(Cl)ccc2N2CCCCC2)cc1C,-3,3.3,-10,-18,-3,14,16,16,-22,5,-4
Cn1c(CCN2CCOCC2)nc2cc(NS(=O)(=O)c3ccccc3)ccc21,3,-0.8,-2,-7,2,6,5,23,-9,12,-1
NC(=O)C1CCN(C2=C(NS(=O)(=O)c3ccc(Br)cc3)C(=O)c3ccccc3C2=O)CC1,3,-0.5,-17,5,-4,13,-1,17,-4,68*,-8
Cc1cccc(C(=O)NNC(=O)c2ccccc2Br)c1,6,0.3,-31,1,1,-27,3,-26,2,-23,-21

# Gathered by group, the compounds so far with a furan ring, fused or not (3)
SMILES,m5-HT2A agonist,hiPSC survival,NR2E3 ag-1,H9c2 protect,NR2E3 ag-2,Peg3 prom inh,Shn3 inh set2,HIF-2a block,PDI inh,TRPM1 prom inh,CaV13 FRET inh
O=[N+]([O-])c1ccccc1-c1ccc(/C=N/n2cnnc2)o1,-3,-1.3,4,9,0,15,14,-15,-7,1,-7
NNC(=O)c1ccc(COc2ccc(Br)cc2)o1,4,-0.5,-54,0,0,2,-12,13,15,10,-10
COC(=O)c1ccc(CC2(C)C(=O)Nc3ccc(-c4cccc(C(F)(F)F)c4)cc32)o1 (stereo unspecified),8,1.2,15,-8,.,10,19,27,8,.,-4

# Further results:
SMILES,m5-HT2A agonist,hiPSC survival,NR2E3 ag-1,H9c2 protect,NR2E3 ag-2,Peg3 prom inh,Shn3 inh set2,HIF-2a block,PDI inh,TRPM1 prom inh,CaV13 FRET inh
Cn1c(CCC(=O)Nc2cc(S(C)(=O)=O)ccc2Cl)nc2cc(S(=O)(=O)N3CCOCC3)ccc21,-6,-0.6,-1,-4,3,9,1,15,2,8,-6
COc1ccc(C(=O)NC(=S)NNC(=O)c2ccccc2C)cc1,-10,1.2,2,1,3,-19,15,-54,-8,11,-2
C/C(CC(=O)Nc1cc(Cl)ccc1Cl)=N\NC(N)=S,2,1.5,-2,-12,4,-3,5,22,0,9,.
COc1ccc(Cn2c(=O)[nH]c3cc(OC)c(OC)cc3c2=O)cc1,0,-0.5,-27,9,0,8,4,12,1,-9,-18
O=C(CN1CCN(S(=O)(=O)c2ccc(F)cc2)CC1)Nc1cccc(C(F)(F)F)c1,0,10,15,-13,0,10,-4,22,9,-2,-7
COc1ccc(Cl)cc1Nc1nc(NCCO)nc(N2CCCC2)n1,2,2.2,-1,-10,1,13,5,5,-3,-14,.
CS(=O)(=O)Nc1ccc(C(=O)Nc2ccc(S(=O)(=O)Nc3nccs3)cc2)cc1,-6,-0.4,4,5,1,-4,-5,2,0,-1,-6
O=[N+]([O-])c1cnn2cc(Br)cnc12,-1,-0.9,-40,0,2,5,27,12,1,4,0
C=CC[C@@H](CC(=O)N(CCO)Cc1ccccc1)C(=O)N[C@H](COC(=O)[C@@H](CC=C)CC(=O)OC(C)(C)C)c1ccccc1,-2,0.1,-7,3,.,38,-6,12,10,4,-11
COc1ccccc1CCNC(=O)c1ccc2nc[nH]c2c1,-1,0.8,14,-5,4,-33,-14,-41,0,-3,-3
CCn1c(SCC(=O)NC2CC2)nnc1-c1cccc(OC)c1,5,-0.3,-15,2,1,4,3,10,5,4,-5
CCOCC(=O)NCc1ccc2c(c1)OCO2,1,5.2,-21,-1,-3,-2,-17,0,12,18,0
O=S(=O)(c1cccc2nsnc12)N1CCN(c2ccccc2F)CC1,-2,-1.0,-3,0,2,5,-3,10,0,1,-5
[O-]/[N+](=C\c1ccccc1)[C@@H]1CCCC[C@@H]1/[N+]([O-])=C/c1ccccc1,-2,0.1,14,-7,2,10,0,-1,6,3,-3
COC(=O)C(C)N1C(=O)S/C(=C\c2ccc(-c3ccc(C(=O)O)cc3C)o2)C1=O (stereo unspecified),-8,0.3,-107,-4,-1,-172,-92,-169,-7,-32,-5
Cc1cc(C)c(S(=O)(=O)NC2CCN(Cc3ccccc3)CC2)c(C)c1,-8,-0.1,-10,0,-1,16,9,21,-3,-6,-11
CC(=O)c1ccc(S(=O)(=O)N2CCN(C(=O)c3ccc(-n4cncn4)c([N+](=O)[O-])c3)CC2)cc1,6,-0.3,-8,2,2,-10,3,12,-2,1,-4
O=C(NC(Cc1c[nH]c2ccccc12)C(=O)O)/C(=C\c1ccc2c(c1)OCO2)NC(=O)c1ccccc1 (stereo unspecified),4,0.2,11,-3,0,-9,10,16,12,-1,-10
O=C1CCN(Cc2ccccc2)C(=S)N1,-2,2.7,-17,7,.,-3,3,6,-51,1,-10
CC(=O)N1CCOc2ccc(S(=O)(=O)N3CCC(C(=O)NCc4ccccc4)CC3)cc21,-6,-0.7,-10,-1,3,-7,-7,9,-3,-6,-3
Cc1cccc(C)c1NC(=O)CN1C(=O)NC(C)(C2CC2)C1=O (stereo unspecified),4,-0.3,-8,-3,.,-1,-10,0,-3,-5,-5
COc1ccc2nc(NC(=O)CCn3cccc3)sc2c1,-3,-1.7,-6,1,3,-41,-2,-30,-4,-6,-5

# Some entries already given with just m5-HT2A agonist, H9c2 protect and TRPM1 prom inh:
SMILES,m5-HT2A agonist,H9c2 protect,TRPM1 prom inh
COC(=O)C(C)N1C(=O)S/C(=C\c2ccc(-c3ccc(C(=O)O)cc3C)o2)C1=O (stereo unspecified),-8,-4,-32
Cc1cc(C)c(S(=O)(=O)NC2CCN(Cc3ccccc3)CC2)c(C)c1,-8,0,-6
CC(=O)c1ccc(S(=O)(=O)N2CCN(C(=O)c3ccc(-n4cncn4)c([N+](=O)[O-])c3)CC2)cc1,6,2,1

# Screening data as filed in PubChem BioAssay.
